# Screening data from PubChem.
# JNK3 blocker: blocks human JNK3 kinase activity; 0.61% of 60,000 active; purified JNK3 kinase activity, HTS; inhibition, % at 8 µM; AID 746; in the data active means inhibition above about 17%;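 further: 0% = DMSO and 100% = reference inhibitor; many of its hits are not listed in these tables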
# RORa activator: activates the human nuclear receptor RORA; P35398; CHO-K1 Gal4-RORA LBD luciferase reporter, luminescence; percent increase over mock-subtracted basal signal; activation, % at 10 µM; 1.5% of 65,000 active;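 active means activation above the mean of all tested compounds plus 3 SD, cut at about 49% in these data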;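 further: 0% = DMSO-treated RORA cells and 100% = added signal equal to DMSO minus mock-transfected cells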
# CatB inh: human cathepsin B inhibition; purified cathepsin B, fluorogenic substrate, fluorescence; inhibition, %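 (tested at 10 µM)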; 0.1% of 63,000 active; in the data active means inhibition above about 21%;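 further: 0% = enzyme with no compound and 100% = no enzyme blank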
# PKA inh: blocks human protein kinase A activity. PKA Kemptide phosphorylation, Kinase-Glo ATP luminescence. 0.1% of 65,000 active. P17612. inhibition, % at 6 µM;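 active means inhibition above the screen-wide mean inhibition plus 3 SD, cut at about 21% in these data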; further: many of its hits are not listed in these tables
# AP ELISA ortho: orthogonal test for alternative complement pathway inhibitors; Human serum alternative complement pathway, LPS-coated ELISA, C3 deposition; tested in compound mixtures; inhibition, % at 5 µM; 0.08% of 62,000 active; AID 1235;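 active means inhibition above 30% in each of the two pooled mixtures holding the compound, so the lower value exceeds 30%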;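 further: 0% = serum in Mg-EGTA without compound and 100% = EDTA serum blank; some compounds past the cut are filed as inactive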
#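 Assay system: Human serum alternative complement pathway, C3 deposition on LPS-coated wells | Incubation: 1 h serum-compound exposure at 37 °C | Doses: 5 µM per compound in ten-compound mixtures | Read-out: Percent inhibition | Technique: ELISA with HRP anti-human C3 antibody, TMB substrate, absorbance 450 nm | Replication: Two pool placements per compound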
# CatB mixtures: inhibitors of human cathepsin B in compound mixtures; 0.06% of 62,000 active; AID 488; P07858; Purified cathepsin B, AMC dipeptide fluorescence; inhibition, %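 (ten-compound pools at 5 µM per compound and 50 µM total)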; in the data active means inhibition above about 22%, passing the limit was not always enough;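 further: 0% = enzyme without compound and 100% = no enzyme blank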
# Ec RNAP inh: inhibitors of Escherichia coli RNA polymerase. P0A8V2. E. coli RNA polymerase, fluorescence transcription assay. inhibition, %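 (tested at 10 µM)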. 0.2% of 62,000 active; in the data active means inhibition above about 20%;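 further: 0% = enzyme without compound and 100% = no enzyme blank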
# ROCK2 inh: blocks human Rho kinase 2 activity; AID 604; 0.35% of 60,000 active; O75116; inhibition, % at 6 µM; purified ROCK2, Kinase-Glo ATP depletion luminescence;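 active means inhibition above the screen-wide mean inhibition plus 3 SD, cut at about 18% in these data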;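 further: plate controls were DMSO wells for no effect and Y-27632 control wells after no-enzyme background subtraction for full effect; many of its hits are not listed in these tables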
# CatS inh: human cathepsin S inhibition. P25774. 0.06% of 62,000 active. inhibition, %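 (tested at 5 µM per compound within 10-compound mixtures)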. recombinant cathepsin S, AMC dipeptide fluorescence, pooled mixtures. AID 501; in the data active means inhibition above about 32%, passing the limit was not always enough;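 further: 0% = enzyme without compound and 100% = blank without enzyme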
# Numbers without * were called inactive; x = not tested or not shown.
# Screens in order: JNK3 blocker	RORa activator	CatB inh	PKA inh	AP ELISA ortho	CatB mixtures	Ec RNAP inh	ROCK2 inh	CatS inh
1	Cc1cc(C)c(S(=O)(=O)N(CC(=O)NCc2cccnc2)C2CCCCC2)c(C)c1
  2	-4	-2	8	12	1	4	4	-1
2	CC1(C)Cc2c(C#N)c(N3CCOCC3)nc(-c3ccccc3)c2CO1
  0	-25	-3	-2	x	x	x	-19	x
3	COC(=O)c1ccccc1NC1c2ccccc2C(=O)N1c1cccnc1 (stereo not given)
  0	16	3	5	5	2	5	1	-6
4	Cc1ccc(NC2SC(=O)N(Cc3cccc(C(=O)O)c3)C2=O)cc1 (stereo not given)
  5	-9	0	6	3	-5	5	5	-6
5	COCCNC(=O)C(c1ccc(C)o1)N(C(=O)c1snc(C(N)=O)c1N)c1cccc(C)c1 (stereo not given)
  -1	10	-1	-1	12	6	6	-2	1
6	O=C(CCCCn1c(=O)c2ccccc2n(Cc2ccc(Cl)cc2)c1=O)NCc1ccco1
  -6	36	-2	-3	-1	-1	1	-4	11
7	CN(CC(=O)Nc1ccncc1)S(=O)(=O)c1ccccc1
  -4	-7	-5	12	2	4	6	18	-2
8	Cc1cc(C)n(CC(=O)c2ccccc2)c(=O)c1C#N
  4	-13	2	4	x	x	13	3	x
9	O=C(c1ccco1)N1CCN(C(=O)C2CCCN(S(=O)(=O)Cc3ccccc3)C2)CC1 (stereo not given)
  x	-2	-3	11	-7	-2	5	x	1
10	CCOc1ccc(-c2nnc3ccc(SCc4ccc(C(=O)OC)o4)nn23)cc1
  -3	5	1	7	5	-2	2	4	1
11	COc1ccc(-c2nc(C#N)c(NC(C)C)o2)cc1
  x	28	1	-3	12	-3	-1	x	1
12	O=C(O)CCNc1ccc2c(c1)OCCO2
  -3	3	3	-1	1	-7	5	-3	-3
13	CCOCCCNC(=O)CN(Cc1ccc(Cl)cc1)S(C)(=O)=O
  -2	7	3	5	15	-3	3	8	-3
14	O=S(=O)(Nc1nc2ccccc2nc1NCC1CCCO1)c1cccs1 (stereo not given)
  7	-16	-1	6	-6	0	4	2	-9
15	CCc1ccccc1N1CC23C=CC(O2)C(C(=O)OCC(C)C)C3C1=O (stereo not given)
  5	5	3	8	11	-2	5	2	3
16	O=C1C2ON(c3ccccc3)C(c3ccncc3)C2C(=O)N1c1ccc(Br)cc1 (stereo not given)
  -4	-6	x	5	x	x	x	-4	x
17	Cc1nnc2sc(-c3ccc(NC(=O)c4ccc(-c5ccc(Cl)cc5Cl)o4)cc3)nn12
  0	1	1	8	-5	-5	-9	2	-1
18	O=C(CN(c1ccc(Cl)c(C(F)(F)F)c1)S(=O)(=O)c1ccccc1)N1CCOCC1
  2	-3	6	4	-11	-2	-2	5	-4
19	CC(C(=O)NCc1ccc2c(c1)OCO2)N(c1ccccc1)S(C)(=O)=O (stereo not given)
  3	-10	-1	-7	14	0	3	-4	29
20	O=C(NCC1CCCO1)c1cccc(NC(=O)c2ccco2)c1 (stereo not given)
  -3	-9	2	11	9	-7	-2	6	-5

# Next section
# Screens in order: JNK3 blocker	RORa activator	CatB inh	PKA inh	AP ELISA ortho	CatB mixtures	Ec RNAP inh	ROCK2 inh	CatS inh
21	COc1ccccc1N1CCN(C(=O)c2cc3c(-c4ccc(Cl)cc4)nn(C)c3s2)CC1
  -6	-12	1	-4	15	0	3	0	1
22	CCOC(=O)N1CCC(N(CCOC)C(=O)Nc2ccc(CC)cc2)CC1
  1	-9	-1	7	2	0	3	6	-6
23	CCC1CCC2(CC1)NC(CO)(CO)CO2 (stereo not given)
  2	18	8	9	-14	6	3	-7	18
24	COc1cc2cc(C(c3nnnn3C(C)(C)C)N3CCc4ccccc43)c(=O)[nH]c2cc1OC (stereo not given)
  1	13	0	-9	-2	-2	-2	-3	4
25	CCOc1ccc2nc(NC(=O)CSc3nc4c(c(=O)n(C)c(=O)n4C)n3CC)sc2c1
  -5	-12	3	4	6	3	9	10	-1
26	CN1CCN(c2nc(-c3cccs3)cc(C(F)(F)F)n2)CC1
  x	0	5	9	4	1	12	x	4
27	CCC(C)(c1ccc(C(=O)OC)s1)c1ccc(C(=O)OC)s1
  0	-9	0	-4	1	5	7	2	11
28	Cc1noc(/C=C/N(C)C)c1S(=O)(=O)N1CCCC(C(=O)Nc2ccc3c(c2)OCO3)C1 (stereo not given)
  3	20	5	6	11	4	9	2	1
29	Cc1cc(NC(=O)CSc2nc(CCC3CCCC3)nc3ccccc23)no1
  2	1	-3	-2	15	5	3	2	-8
30	CNc1oc(Cc2ccccc2)nc1S(=O)(=O)c1ccccc1
  2	-8	-2	9	8	-1	7	10	4
31	O=c1c2ccccc2oc2nc(-c3ccco3)n(CCc3ccccc3)c(=O)c12
  3	-5	0	-9	8	1	x	1	-2
32	O=C(CSc1nnc(-c2ccoc2)o1)N1CCOCC1
  2	-13	1	-16	3	-1	7	-6	10
33	Cc1ccc(S(=O)(=O)N(CC(=O)O)Cc2ccccc2F)cc1
  -7	-13	-6	3	-1	2	2	2	-2
34	O=C(CSC1=NCCS1)Nc1nc2c(s1)CCCC2
  5	2	2	-3	12	1	-3	-2	0
35	Cn1cccc1Cc1nnc(SCC(=O)N2CCOCC2)n1-c1ccc(F)cc1
  0	14	4	1	18	6	7	7	4
36	Fc1ccc(Cn2nnc(-c3ccc(CN4CCOCC4)cc3)n2)cc1
  5	10	5	10	-2	5	6	5	10
37	O=S1CCCSC1c1cccnc1 (stereo not given)
  3	4	5	2	x	x	1	5	x
38	Clc1ccc(-n2nnnc2-c2ccccc2)cc1Cl
  -2	-25	-4	7	16	1	-1	4	-6
39	Cc1cc(C)cc(N2C(=O)C3CC=CCC3C2=O)c1 (stereo not given)
  -8	10	6	5	25	3	9	7	-2
40	O=C(CSc1nnc(-c2ccco2)o1)NCC(=O)c1ccccc1
  0	-28	-2	0	2	0	0	1	9

# Remaining list, next part
# Screens in order: JNK3 blocker	RORa activator	CatB inh	PKA inh	AP ELISA ortho	CatB mixtures	Ec RNAP inh	ROCK2 inh	CatS inh
41	CCOC(=O)c1c(NC(=O)C(F)(OC)C(F)(F)F)sc(C(=O)N2CCCCC2)c1C (stereo not given)
  -4	20	-6	-3	14	6	5	3	-1
42	O=C(COc1cccc2cccnc12)N1CCc2ccccc2C1
  2	11	3	4	5	4	3	7	-1
43	CC(Sc1nc(-c2ccccc2)cc(C(F)(F)F)n1)C(=O)N1CCCC1 (stereo not given)
  -1	-15	6	4	10	3	7	-3	-7
44	Cc1ccc(C)c(N2CCN(C(=O)c3ccccc3Br)CC2)c1
  6	-6	1	10	19	2	2	5	-3
45	CCCCP(=O)(c1ccccn1)c1ccccn1
  x	28	5	9	-1	-2	8	x	0
46	CCOC(=O)CCC(=O)O[C@H]1[C@H](O[C@@H]2[C@@H](C)[C@H](O[C@H]3C[C@@](C)(OC)[C@@H](O)[C@H](C)O3)[C@@H](C)C(=O)O[C@H](CC)[C@@](C)(O)[C@H](O)[C@@H](C)C(=O)[C@H](C)C[C@@]2(C)O)O[C@H](C)C[C@@H]1N(C)C
  -3	0	4	-10	-1	9	10	-7	10
47	CCc1ccc(OCc2nnc(SCCN3CCOCC3)n2CC)cc1
  1	-7	4	3	19	-3	3	11	-3
48	Cc1cccc(C(=O)N(C)c2nnc(-c3ccncc3)s2)c1
  -2	12	7	6	-10	1	0	0	12
49	Cc1c(C(=O)NCc2ccc3c(c2)OCO3)sc2nc(-c3ccccc3)cn12
  0	23	-3	5	10	-2	-7	3	-4
50	Brc1cccc(-c2nnc3sc(CN4CCC5(CC4)OCCO5)cn23)c1
  -6	-6	0	4	-4	-3	6	0	14
51	CCOc1ccc2cc(C#N)c(SCC(=O)N3CCOCC3)nc2c1
  -3	56*	1	-3	6	5	10	-7	14
52	CCC(=O)N/C(=N/c1nc(C)cc(C)n1)Nc1cccc(OC)c1
  x	x	-3	x	15	-4	-2	x	-9
53	[N-]=[N+]=CC(=O)CC(c1ccccc1)N1C(=O)c2ccccc2C1=O (stereo not given)
  2	-17	3	-5	19	-10	12	0	3
54	CCOC(=O)N1CCN(c2cc(=O)n(-c3ccc(OCC)cc3)c(=O)[nH]2)CC1
  -4	16	3	6	2	4	3	8	0
55	CCC(=O)Nc1cccc(-c2nnc(SCC(=O)NCc3ccco3)n2C)c1
  5	-2	0	7	3	-3	-3	-3	-3
56	O=C(CSc1nc2ccccc2[nH]1)c1ccc2c(c1)OCO2
  -3	51*	0	9	6	-11	8	5	-11
57	Cc1noc(C)c1C(=O)Nc1ccccn1
  1	-8	2	4	-1	-11	5	8	-11
58	CC1=C(C(=O)N2CCOCC2)C(c2ccccc2F)C2=C(CCCC2=O)N1 (stereo not given)
  3	-12	-4	10	-2	3	-12	4	3
59	Cc1[nH]nc2cn[nH]c12
  -8	-12	0	10	x	x	8	15	x
60	O=C(CCNc1ccc(F)c(Cl)c1)c1ccco1
  2	-8	5	1	14	2	4	3	-3

# More structures follow:
# Screens in order: JNK3 blocker	RORa activator	CatB inh	PKA inh	AP ELISA ortho	CatB mixtures	Ec RNAP inh	ROCK2 inh	CatS inh
61	COc1cccc2c1NC(C(=O)O)C1CC=CC21 (stereo not given)
  -5	-6	-1	2	17	2	5	1	0
62	COC(=O)c1ccc(NC(=O)c2ccccc2N(C)S(C)(=O)=O)cc1
  -1	16	-2	-2	20	-6	-6	0	-14
63	CCCC(=O)N(Cc1cc2cc(C)ccc2[nH]c1=O)c1ccccc1OC
  -2	12	1	6	9	1	5	3	-4
64	O=c1cc(C(F)F)oc2c1ccc1ccccc12
  0	10	-1	12	10	6	1	6	2
65	COc1cccc(-n2c(Cc3cc(=O)[nH]c(=O)[nH]3)nnc2SCC(=O)N2CCCCCC2)c1
  0	6	4	2	13	0	7	2	-8
66	O=C(Nc1ccon1)c1cccc(Cl)c1
  11	-2	4	7	-21	3	5	0	21
67	O=C(c1c(Cl)cccc1Cl)N1CCCCCC1
  x	4	-1	9	7	-9	5	x	-23
68	Cc1cccc(OCc2nnc(SCC(=O)Nc3ccc(C)c(C)c3)o2)c1
  10	6	1	6	-15	3	5	1	13
69	CCOC(=O)C1=C(O)C(=O)N(c2ccc(S(N)(=O)=O)cc2)C1c1ccc(OC)cc1OC (stereo not given)
  5	1	8	13	-16	7	5	4	13
70	COC(=O)c1c(NC(=O)CN2CCOCC2)sc2c1CCC(C)C2 (stereo not given)
  6	27	5	10	18	2	5	4	-1
71	Cc1cc(C)n(CC2CC(=O)N(c3cc(Cl)cc(Cl)c3)C2=O)n1 (stereo not given)
  -5	13	1	0	14	2	3	2	4
72	O=C(CNS(=O)(=O)c1cccc2nonc12)NCc1ccc(F)cc1
  x	4	6	4	1	1	9	x	10
73	Cc1cc(NCCCn2ccnc2)n2c(nc3ccccc32)c1C#N
  -16	-7	3	-3	-13	-2	-24	-4	-3
74	COc1ccccc1C(=O)NCCC(=O)N1CC(=O)Nc2ccccc21
  11	11	3	6	-5	-6	7	2	1
75	Cc1ccc(SC(C)C(=O)N2CCCC2)cc1 (stereo not given)
  -3	0	-1	3	8	4	4	3	3
76	O=c1c2ccccc2nnn1CSc1ncnc2ccccc12
  5	-19	6	9	23	1	2	8	-7
77	COc1ccccc1CNCc1cccs1
  -2	-4	6	10	-3	5	x	1	0
78	O=C(Nc1cccc(OCC(=O)N2CCOCC2)c1)C1CCCCC1
  -8	-3	2	4	7	-1	5	3	57
79	CC(C)(C)OC(=O)NCCc1nnc(S(=O)(=O)Cc2ccc(Cl)cc2Cl)o1
  2	-26	-1	-3	10	-2	-1	-5	-2
80	CC(C)(C)NC(=O)C(c1ccc(F)cc1)N(Cc1ccco1)C(=O)c1csnn1 (stereo not given)
  1	-6	2	7	9	0	8	2	3

# Results in sequence from the entries so far.
# Entries 66–77 in CatB inh, in turn: 4, -1, 1, 8, 5, 1, 6, 3, 3, -1, 6, 6
# Entries 66–77 in CatS inh, in turn: 21, -23, 13, 13, -1, 4, 10, -3, 1, 3, -7, 0

# An excerpt. The share of hits here may be higher or lower than overall.
